# Screening results as filed in PubChem.
# PG9 Ab binder: binders of HIV-1 gp120 antibody PG9, primary screen, biochemical, TR-FRET | HIV-1 gp120 / PG9 antibody interaction | TR-FRET gp120-PG9 antibody binding | inhibition, % at 6.7 µM | hit rate 0.43% among 360,000 | AID 624416, 2012; in the data active = inhibition above about 8.5%
# TDP2 absorb: human TDP2 enzyme inhibitors, primary screen, biochemical, epi absorbance, recombinant enzyme; T5PNP hydrolysis, p-nitrophenol absorbance 415 nm; inhibition, % at 12.8 µM; hit rate 0.34% among 370,000;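 active = inhibition above the mean of all tested compounds plus 3 SD, set per campaign, cut at about 25% in these data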;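 note: 0% = DMSO with enzyme and 100% = buffer with substrate but no TDP2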
# Target sequence (O95551 whole entry, looked up): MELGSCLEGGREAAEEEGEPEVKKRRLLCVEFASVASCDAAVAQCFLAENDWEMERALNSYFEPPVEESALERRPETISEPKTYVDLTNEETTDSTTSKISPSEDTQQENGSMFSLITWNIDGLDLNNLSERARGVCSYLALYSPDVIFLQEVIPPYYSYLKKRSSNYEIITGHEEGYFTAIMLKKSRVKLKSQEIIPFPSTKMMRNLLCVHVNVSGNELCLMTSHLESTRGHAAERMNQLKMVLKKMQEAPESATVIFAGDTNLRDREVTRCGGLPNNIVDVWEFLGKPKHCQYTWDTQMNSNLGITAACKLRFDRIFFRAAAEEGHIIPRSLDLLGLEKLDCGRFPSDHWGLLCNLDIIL
#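 Incubation: 2 h at 37 °C; Test system: recombinant human TDP2; Quantity: enzyme 120 nM; Read-out basis: percent inhibition; Medium: 50 mM Tris-HCl pH 7.5 with Mg2+, KCl, DTT, BSA; Repeats: single replicate; Compound: 12.8 µM single point, 1% DMSO; Signal: epi absorbance; Reagent: 5 mM T5PNP chromogenic substrate; Benchmarks: no-enzyme high, DMSO-plus-enzyme low.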
# LEDGF integ inh: blockers of LEDGF/p75-dependent integrase strand transfer – biochemical, TR-FRET, high throughput, primary screen. HIV-1 integrase (with human LEDGF/p75). TR-FRET IN-LEDGF/p75 DNA integration, Eu/Cy5. inhibition, % at 3.7 µM. hit rate 0.64% among 370,000;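 active = inhibition above the screen-wide mean plus 3 SD, cut at about 13% in these data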;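 note: signal is the Cy5 over europium emission ratio at 671 and 618 nm; 0% = plate median of compound wells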
# SIAE inh: human SIAE inhibitors, primary screen, biochemical, fluorescence polarization, FP-Rh probe, 1536-well HTS | Sialate O-acetylesterase (Homo sapiens), Q9HAT2 | SIAE FP-Rh probe binding | inhibition, % at 9.66 µM | hit rate 0.69% among 370,000 | AID 1053197, 2014;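 active = inhibition above a cutoff: mean of compounds within the control limits plus 3 SD of those, cut at about 17% in these data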;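 note: 0% = plate median of compound wells and 100% = probe without SIAE protein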
# NR1D1 modulator: modulators of Rev-erb alpha DNA binding, primary screen, biochemical, FITC-DNA, fluorescence polarization, uHTS. hit rate 0.79% among 370,000. AID 1259318, 2017. activity, % at 10 µM. Rev-erbα–FITC-DNA binding, 90 min;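 active = activity above about 14%, limit read from the data; passing the limit was not always enough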;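 note: 0% = DMSO wells with 35 nM protein and 100% = DMSO wells with 750 nM protein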
# PRMT1 inh: PRMT1 methyltransferase inhibitors, primary screen, biochemical, fluorescence polarization; inhibition, % at 2.79 µM; Protein arginine N-methyltransferase 1 (Homo sapiens), Q99873; hit rate 1.3% among 370,000; recombinant PRMT1, activity-based probe fluorescence polarization;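 active = inhibition above about 21% made by adding two undisclosed values, limit read from the data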
# mABHD4 FP: ABHD4 inhibitors, primary screen, biochemical, fluorescence polarization, mouse; hit rate 0.54% among 370,000; AID 720543, 2013; (Lyso)-N-acylphosphatidylethanolamine lipase (Mus musculus), Q8VD66; purified mABHD4, FP-Rh probe fluorescence polarization; inhibition, % at 8.92 µM;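 active = inhibition exceeding the mean over every tested compound plus 3 SD, cut at about 30% in these data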;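 note: 0% = plate median of compound wells and 100% = S159A mutant with DMSO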
#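 Assay system: wild-type mouse ABHD4 protein; compound: single nominal dose of 8.92 µM, 0.89% DMSO final; schedule: 45 min + 60 min at 25 °C; measured by: FP readout, ex 525 nm / em 598 nm; evaluation: % inhibition of FP-Rh probe binding versus controls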
# rCAG binder: binders of r(CAG) RNA repeats, primary screen, biochemical, fluorescence. r(CAG) RNA repeat, TO-PRO-1 dye displacement fluorescence. inhibition, % at 3 µM. hit rate 1.3% among 370,000. AID 651821, 2012;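 active = inhibition above the plate cutoff, the mean of all test compounds on that plate plus 3 SD, cut at about 35% in these data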;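 note: 0% = DMSO alone and 100% = 100 µM mitoxantrone as full dye displacement; higher means more dye released from RNA so lower well fluorescence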
# TCR-CD3 inh: inhibitors of human TCR-CD3 interaction, primary screen, biochemical, fluorescence, TAMRA-labeled TCR probe. T-cell receptor (TCR). inhibition, % at 9.4 µM. hit rate 0.37% among 360,000; in the data active = inhibition above about 19%;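 note: recombinant mutant TCR 2C K166C tagged with TAMRA read by polarization; 0% = receptor in buffer alone and 100% = receptor with positive control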
# HTRA1 inh: HTRA1 serine protease inhibitors, primary screen, biochemical, fluorescence polarization, HTS; Q92743; recombinant HTRA1, FP-rhodamine activity-based probe; inhibition, % at 5.96 µM; hit rate 0.5% among 340,000; in the data active = inhibition above about 36%;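 note: 0% = enzyme with DMSO and 100% = wells lacking enzyme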
# Target sequence (Q92743 whole entry, looked up): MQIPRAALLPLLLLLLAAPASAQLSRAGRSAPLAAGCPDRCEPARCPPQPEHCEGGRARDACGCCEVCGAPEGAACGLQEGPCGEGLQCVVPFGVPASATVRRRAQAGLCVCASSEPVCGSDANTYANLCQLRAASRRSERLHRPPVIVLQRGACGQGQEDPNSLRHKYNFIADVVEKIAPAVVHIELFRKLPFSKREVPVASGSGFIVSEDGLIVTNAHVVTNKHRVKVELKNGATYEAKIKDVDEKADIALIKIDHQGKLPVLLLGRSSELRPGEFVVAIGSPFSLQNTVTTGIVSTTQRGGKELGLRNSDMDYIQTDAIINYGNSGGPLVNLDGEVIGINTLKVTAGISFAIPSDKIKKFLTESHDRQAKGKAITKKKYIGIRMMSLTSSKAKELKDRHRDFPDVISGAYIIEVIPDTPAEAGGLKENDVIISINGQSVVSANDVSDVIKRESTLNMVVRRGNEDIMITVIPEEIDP
# The depositor's hits bear a star; nt = no result given. Only part of the results is shown; the hit share may differ from the screen's.
entry	smiles	PG9 Ab binder	TDP2 absorb	LEDGF integ inh	SIAE inh	NR1D1 modulator
1	CCC1CCc2sc(C(=O)N(C)CC(=O)Nc3ccc(N4CCOCC4)cc3)cc2C1 (stereo not given)	-0.1	8	3	2	1
2	CCCc1cc(=O)oc2c(C)c(OCC(=O)Nc3ccccn3)ccc12	-0.7	13	0	15	7
3	COc1ccc(NC(=O)COc2ccc(N(C)S(=O)(=O)c3ccc(C)cc3)cc2)cc1	-2.2	1	1	-1	-3
4	CCn1c(-c2nonc2NC(=O)c2ccccc2)nc2ccccc21	-0.3	-14	1	2	3
5	COc1ccc(NC(=O)CNC(=O)Cn2c(C)cc3ccccc3c2=O)c(OC)c1	-1.6	12	3	2	-10
6	CC1(C)C(=O)NC(=O)N1Cc1ccccc1	-0.1	6	0	1	-2
7	O=S(=O)(Nc1ccncc1Cl)c1cc(Cl)ccc1Cl	-1.6	-5	0	2	-5
8	CCc1nnc(NS(=O)(=O)c2ccc(NCc3ccccc3O)cc2)s1	2.0	8	-2	16	1

entry	PRMT1 inh	mABHD4 FP	rCAG binder	TCR-CD3 inh	HTRA1 inh
1	3	4	0	2	4
2	-3	7	-1	2	4
3	-1	6	1	0	-29
4	0	1	2	-2	1
5	-5	0	-1	2	4
6	-2	6	-1	6	-1
7	-2	-6	2	6	2
8	-1	-1	15	9	0

# The list continues:
entry	smiles	PG9 Ab binder	TDP2 absorb	LEDGF integ inh	SIAE inh	NR1D1 modulator
9	Cc1csc(NC(=O)[C@@H](NC(=O)c2ccccc2)C(C)C)n1	-0.5	5	-1	-3	0
10	CC(C)CC(NC(=O)C(NC(=O)C(Cc1ccc(OCc2ccccc2)cc1)NC(=O)OC(C)(C)C)C(C)C)C(N)=O (stereo not given)	0.3	-9	-1	-5	0
11	COc1ccc(Nc2nnc(SC(C(=O)Nc3cc(C)ccc3C)c3ccccc3)s2)cc1 (stereo not given)	-1.8	-10	0	16	2
12	O=C(N/N=C/c1cc(Cl)cc([N+](=O)[O-])c1O)C1CC1	-0.8	-5	-4	2	10
13	CCN(c1ccccc1)S(=O)(=O)c1ccc(OC)c(NC(=O)C2=NN(c3ccccc3)C(=O)CC2)c1	-0.8	5	0	1	6
14	CCC[N+]1(CC#CC2(O)CCCCC2)CCOCC1	0.1	8	0	10	-3
15	COc1ccc(OC)c(CNC(=O)CCC(=O)N2Cc3ccccc3Oc3ncccc32)c1	-0.8	7	-1	2	-4
16	CCC(CC)c1nnc(NC(=O)C2CCN(C(=O)c3ccco3)CC2)s1	0.4	-4	0	-3	-2

entry	PRMT1 inh	mABHD4 FP	rCAG binder	TCR-CD3 inh	HTRA1 inh
9	1	8	0	4	-1
10	-2	5	1	4	2
11	-2	-2	5	13	2
12	-2	16	6	21*	11
13	-2	3	17	0	-23
14	2	6	-1	3	-1
15	2	5	-4	-5	-1
16	4	-1	-2	5	1

# Additional results.
entry	smiles	PG9 Ab binder	TDP2 absorb	LEDGF integ inh	SIAE inh	NR1D1 modulator
17	Cc1ccc(C)c(OCCCCN2CCNCC2)c1C	-0.8	18	-4	1	2
18	Cc1ccc(S(=O)(=O)NCC(c2ccco2)S(=O)(=O)c2ccccc2)cc1 (stereo not given)	0.3	9	1	4	-2
19	CC1(C)CC(=O)c2cnc(N3CCc4ccccc43)nc2C1	0.9	-4	1	-3	-1
20	O=C(NCCN1CCC(n2c(=O)[nH]c3ccccc32)CC1)c1ccc(Cl)cc1	-1.7	4	-6	0	1
21	COc1ccc([C@@H]2C[C@H]3[C@@H](CN2S(=O)(=O)c2ccccc2)C(=O)C[C@@H](c2cccc4ccccc24)N3S(=O)(=O)c2ccc(C)cc2)cc1	-1.6	-4	-6	-13	1
22	CC(C)C(NC(=O)c1ccc(S(=O)(=O)N2CCOCC2)cc1)c1nc2ccccc2[nH]1 (stereo not given)	-2.8	-4	-3	6	-3
23	COc1ccc(NC(=O)C2CCN(S(=O)(=O)c3cccc4cccnc34)CC2)cc1OC	1.0	4	2	0	2
24	CCOC(=O)CC1=CCc2c1ccc(OC)c2OC	-1.2	-3	-4	1	-2

entry	PRMT1 inh	mABHD4 FP	rCAG binder	TCR-CD3 inh	HTRA1 inh
17	2	7	3	-3	-1
18	-1	0	2	5	-7
19	0	1	-2	-3	-13
20	-2	7	0	-5	nt
21	4	-8	10	-16	-11
22	-4	1	3	5	1
23	3	-4	1	6	-1
24	1	4	4	-5	-8

# 5 entries from above, as tab-separated lines.
no.	Structure	PG9 Ab binder	TDP2 absorb	LEDGF integ inh	SIAE inh	NR1D1 modulator	PRMT1 inh	mABHD4 FP	rCAG binder	TCR-CD3 inh	HTRA1 inh
15	COc1ccc(OC)c(CNC(=O)CCC(=O)N2Cc3ccccc3Oc3ncccc32)c1	-0.8	7	-1	2	-4	2	5	-4	-5	-1
16	CCC(CC)c1nnc(NC(=O)C2CCN(C(=O)c3ccco3)CC2)s1	0.4	-4	0	-3	-2	4	-1	-2	5	1
17	Cc1ccc(C)c(OCCCCN2CCNCC2)c1C	-0.8	18	-4	1	2	2	7	3	-3	-1
18	Cc1ccc(S(=O)(=O)NCC(c2ccco2)S(=O)(=O)c2ccccc2)cc1 (stereo not given)	0.3	9	1	4	-2	-1	0	2	5	-7
19	CC1(C)CC(=O)c2cnc(N3CCc4ccccc43)nc2C1	0.9	-4	1	-3	-1	0	1	-2	-3	-13

# Carrying on.
entry	smiles	PG9 Ab binder	TDP2 absorb	LEDGF integ inh	SIAE inh	NR1D1 modulator
25	O=C(COc1ccccc1Cl)Nc1ccc(C(=O)O)cc1NC(=O)COc1ccccc1Cl	-2.5	1	-2	-6	6
26	COc1ccccc1N(C)S(=O)(=O)c1ccc(Cl)c(C(=O)NCc2cccnc2)c1	-2.6	-3	4	2	1
27	Cc1cc(-n2cnc(-c3cn(C)nc3C)n2)no1	-0.2	-2	6	-1	8
28	CC(C)CN(C(=O)CC1OC(=O)c2ccccc21)c1c(N)n(Cc2ccccc2)c(=O)[nH]c1=O (stereo not given)	-1.2	4	0	-1	12
29	Fc1ccc(NC(=S)N2CCOCC2)cc1Cl	0.5	-3	-5	12	8
30	COc1ccc(Cn2nnnc2C(c2cc3ccc(OC)cc3[nH]c2=O)N2CCC(C)CC2)cc1 (stereo not given)	3.2	4	3	-1	-4
31	Cc1cccc(CCN2C(Nc3ccccc3)=NC[C@@H]2CC(C)C)c1	2.6	-7	0	2	-2
32	Cc1cc(C)c(NC(=O)CN2C(=O)NC3(CCc4ccccc43)C2=O)c(Cl)c1 (stereo not given)	2.3	3	-1	16	1

entry	PRMT1 inh	mABHD4 FP	rCAG binder	TCR-CD3 inh	HTRA1 inh
25	-1	-12	67*	4	-2
26	-7	2	-3	-2	0
27	-1	2	1	0	2
28	8	4	7	5	-2
29	-2	-2	0	-1	-18
30	3	-6	2	1	-9
31	2	-10	4	-5	-4
32	-1	1	0	-5	1

# Carrying on:
entry	smiles	PG9 Ab binder	TDP2 absorb	LEDGF integ inh	SIAE inh	NR1D1 modulator
33	CN1CCC(N(C)C(=O)c2ccc(Cl)c(S(=O)(=O)N3CCOCC3)c2)CC1	0.8	9	3	5	-7
34	Cc1ccc(CN2CCN(Cc3ccccc3C(F)(F)F)CC2)cc1	-0.4	2	1	0	0
35	CCOC(=O)N1CC=C2C(C#N)=C(N)C(C#N)(C#N)[C@H](c3cccs3)C2C1 (stereo not given in full)	0.7	-2	-2	12	-9
36	CC(=O)c1ccc(NC(=S)N(Cc2ccccc2)C(C)C2CC2)cc1 (stereo not given)	-1.3	-7	-1	-2	1
37	CSc1ncccc1C(=O)OCC(=O)c1ccc(Br)s1	-0.3	1	-1	-5	5
38	COc1ccc(N(Cc2cc(=O)[nH]c3ccccc23)C(=O)c2ccco2)cc1	-1.0	5	4	2	4
39	Cc1cccc(N2CCN(C(=O)CSc3nnnn3C3CC3)CC2)c1C	-0.2	-5	5	0	2
40	COC(=O)CCC(=O)Nc1ccccc1C(=O)Nc1ccccc1	0.0	8	-3	2	-2

entry	PRMT1 inh	mABHD4 FP	rCAG binder	TCR-CD3 inh	HTRA1 inh
33	3	4	0	3	-6
34	5	19	-10	-2	-11
35	4	6	-3	0	-12
36	-3	-4	-3	8	-10
37	-4	3	2	7	-7
38	-1	2	3	1	2
39	-3	-2	-1	-2	3
40	2	-1	0	6	12

# Next section:
entry	smiles	PG9 Ab binder	TDP2 absorb	LEDGF integ inh	SIAE inh	NR1D1 modulator
41	S=c1[nH]nc(C2CCCCC2)n1/N=C/c1ccccn1	-0.3	-9	1	6	4
42	COc1ccc(OC(=O)N2CCOCC2)cc1	0.5	5	-4	3	-7
43	COc1cc(/C=C2\N=C(c3ccccc3)OC2=O)ccc1OC(C)=O	-3.2	1	2	0	5
44	O=C(COc1ccc(CO)cc1Cl)Nc1ccc(F)cc1	-0.1	-8	4	0	-6
45	COc1cccc(S(=O)(=O)NCc2ccc(C(=O)Nc3cccc(Cl)c3)cc2)c1	-2.2	7	2	-98	-4
46	Cc1ccc(NC(=O)N/C=C/c2ccco2)c(C)c1	0.0	-6	9	-2	4
47	O=C(Cc1c[nH]c2ccccc12)Nc1ccc(N2CCOCC2)cc1	-3.0	-4	-4	5	2
48	CCOC(=O)c1sc(/N=C/Nc2nc(C)c(C(=O)OCC)s2)nc1C	1.8	-3	-3	-3	12

entry	PRMT1 inh	mABHD4 FP	rCAG binder	TCR-CD3 inh	HTRA1 inh
41	-2	7	1	-4	-2
42	-1	0	0	3	1
43	4	-3	0	-1	4
44	-2	0	-4	7	-31
45	-3	-84	6	0	-91
46	9	12	18	-5	-5
47	3	-1	-1	-2	-2
48	-1	0	2	1	11

# Next entries.
entry	smiles	PG9 Ab binder	TDP2 absorb	LEDGF integ inh	SIAE inh	NR1D1 modulator
49	O=C(c1ccsc1)N1CCCC(Nc2ccc(F)c(F)c2)C1 (stereo not given)	0.3	19	5	7	3
50	C/C(=N\NC(=O)CNc1cccc2ccccc12)c1ccccc1	-1.6	-3	-1	9	-5
51	COc1cc(OC)cc(C(=O)NCCc2ccc(OC)c(OC)c2)c1	-2.1	-11	1	-4	3
52	CC(NC(=O)C1CCC1)c1ccc(Br)cc1 (stereo not given)	-3.3	8	-2	10	3
53	Cc1ccc(C)c(N2CCN(C(=O)c3ccc(NC4=NC5CS(=O)(=O)CC5S4)cc3)CC2)c1 (stereo not given)	0.3	1	0	1	1

entry	PRMT1 inh	mABHD4 FP	rCAG binder	TCR-CD3 inh	HTRA1 inh
49	-2	3	-2	8	3
50	11	21	3	5	10
51	-7	-4	-2	0	nt
52	-2	-4	-2	0	3
53	-2	2	6	1	-2
